aDG glyco act = activators of alpha-DG glycosylation, primary screen, uHTS, Pro5-aDG cells, AlphaScreen; alpha-DG glycosylation AlphaScreen (IIH6); 0% Pro5, 100% B10-LARGE cell signal; activation, % at 10 µM; 360,000 tested, 0.22% active; AID 624168, 2012;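 active = activation of at least 8% versus controls, or a plate z-score of at least 8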;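 note: Pro5 are CHO cells carrying HIG-tagged alpha-DG that lacks glycosylation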
CF NFkB block = inhibitors of PAF-induced NF-kB signaling, primary screen, cell-based, GFP fluorescence, uHTS; KKLEB NF-kB-GFP reporter, GFP fluorescence overnight; inhibition, % at 5 µM; 360,000 tested, 0.86% active;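 active = at least 50% inhibition at 5 µM, scaled per plate between neutral and stimulator controls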;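 note: PAF is a Pseudomonas aeruginosa culture filtrate used as stimulus; plate controls were PAF-stimulated DMSO wells for no effect and unstimulated DMSO wells for full effect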
NR2E3 ag-1 = inhibitors of NR2E3-RetCOR corepressor binding, primary screen, NR2E3 agonist project, biochemical, TR-FRET, GST-NR2E3, biotin-RetCOR; Photoreceptor-specific nuclear receptor (Homo sapiens), Q9Y5X4; 1536-well; inhibition of corepressor binding, % at 4.78 µM; 320,000 tested, 0.12% active; AID 2300, 2010;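 active = percent inhibition above the cutoff of mean plus 3 SD of all tested compounds, set per screening campaign, cut at about 20% in these data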;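 note: 0% = DMSO wells and 100% = biotin wells as full block of FRET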
Target sequence (Q9Y5X4 whole entry, looked up): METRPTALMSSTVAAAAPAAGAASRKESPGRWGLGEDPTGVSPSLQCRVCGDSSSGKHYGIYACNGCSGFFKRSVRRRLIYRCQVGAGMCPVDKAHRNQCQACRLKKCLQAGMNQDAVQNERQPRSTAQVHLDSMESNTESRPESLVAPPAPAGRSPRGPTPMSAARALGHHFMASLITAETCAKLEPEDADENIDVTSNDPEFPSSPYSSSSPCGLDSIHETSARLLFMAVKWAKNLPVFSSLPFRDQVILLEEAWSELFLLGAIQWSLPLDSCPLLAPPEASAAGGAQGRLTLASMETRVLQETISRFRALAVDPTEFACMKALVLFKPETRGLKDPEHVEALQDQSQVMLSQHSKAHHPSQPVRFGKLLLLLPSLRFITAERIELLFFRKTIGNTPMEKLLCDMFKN
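Format: 1536-well format; test system: GST-NR2E3 and biotin-RetCOR proteins; read-out basis: percent inhibition of TR-FRET ratio; timing: 5 h incubation at 4 °C; detection: time-resolved FRET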
HIF-2a block = HIF-2a reporter inhibitors, primary screen, luminescence, 786-0 RCC cells; 786-0 RCC cells HIF-2a reporter, luciferase luminescence, overnight; inhibition, % at 18.8 µM; 360,000 tested, 0.72% active; AID 624352, 2012;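 active = inhibition of the luminescence signal of 40% or more relative to plate controls, in a single-dose primary screen at 18.75 µM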
iPSC survival up = enhancers of single-cell hiPSC survival, primary screen, ATPlite luminescence. 100% = ROCK inhibitor wells, 0% = DMSO. survival enhancement, % at 20 µM. 360,000 tested, 0.044% active; in the data active = survival enhancement above about 18%;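 note: cells exposed to compounds for 16 hours before the ATP read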
TRPM1 prom inh = inhibitors of MITF-dependent TRPM1 promoter reporter, primary screen, cell-based, SK-MEL-5, single point, luciferase | AID 488899, 2010 | inhibition, % at 12.5 µM | SK-MEL-5 TRPM1 promoter luciferase, 24 h | 330,000 tested, 0.83% active;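 active = mean inhibition across replicates of 60% or more, whatever share of single replicates reaches that level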; note: values of inactives mirror those of a sister screen read the other way
Peg3 prom inh = Peg3 promoter-driven luciferase inhibitors, primary screen, cell-based, HeLa, luciferase luminescence | 360,000 tested, 1.7% active | inhibition, % at 20 µM | HeLa PEG-Prom luciferase reporter, overnight;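 active = inhibition of at least 50% at 20 µM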
Shn3 3UTR inh = reduction of Shn3 3'UTR firefly luciferase signal, primary screen, Schnurri-3 inhibitor project, cell-based, Clone20 osteoblasts, set 2. AID 588674, 2011. 360,000 tested, 0.52% active. inhibition, % at 12.5 µM. Clone20 osteoblast Shn3 3'UTR firefly luciferase, 24 h;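 active = mean inhibition of at least 75% with every replicate also reaching 75%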;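 note: 0% = median of neutral control wells and 100% = pilot-screen positive control compound; some compounds past the cut are filed as inactive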
TWEAK-Fn14 inh = inhibitors of TWEAK-Fn14 signaling, primary screen, luciferase reporter cells, uHTS | 360,000 tested, 2% active | inhibition, % at 10 µM | TWEAK-stimulated Fn14 reporter cells, luciferase luminescence, 8 h; in the data active = inhibition above about 50%
KKLEB tox = cytotoxicity in KKLEB CF airway cells, primary screen, cytotoxicity control for CF NF-kB inhibitor project, cell-based, uHTS, fluorescence assay plates; KKLEB CF airway cells viability, ATPlite luminescence, overnight; hits give low values; cells stimulated with P. aeruginosa culture filtrate; activity change (cytotoxicity), % at 5 µM; 360,000 tested, 0.36% active; AID 602141, 2011;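 active = corrected activity change at or below -50% at 5 µM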
NR2E3 ag-2 = NR2E3 agonists in two-hybrid cells, primary screen, cell-based, luminescence, CHO-S, Gal4-NCOR/VP16-NR2E3. luciferase. inhibition of corepressor binding, % at 3.98 µM. 360,000 tested, 0.35% active. AID 602229, 2012;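 active = inhibition above the mean of all tested compounds plus 3 SD, cut at about 70% in these data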;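 note: 0% = DMSO with NR2E3 transfected cells and 100% = cells lacking NR2E3 construct; higher means lower luciferase signal from less NR2E3 corepressor binding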
Starred values were filed as active, the others as inactive; . = not tested or not shown.

(1) Clc1ccc(-c2nc3ncccn3c2Nc2ccc3c(c2)OCO3)cc1
(2) O=C(CN1CCN(c2ccccc2)CC1)Nc1nccs1
(3) O=C(NCc1ccc(Cl)cc1)c1cc2c(nc3sccn32)s1
(4) Cc1ccc(OCc2nnc(SCC(=O)N3c4ccccc4Sc4ccc(Cl)cc43)o2)cc1
(5) COc1cccc(C2C(C(=O)/C=C/c3ccco3)=C(O)C(=O)N2CCN2CCOCC2)c1 (stereo not drawn)

Assay by compound	1	2	3	4	5
aDG glyco act	-0.1	0.0	0.3	-0.1	-0.2
CF NFkB block	0	-13	3	12	0
NR2E3 ag-1	-3	-1	6	-4	2
HIF-2a block	26	20	-33	-4	17
iPSC survival up	-0.6	0.1	3.3	-1.5	0.0
TRPM1 prom inh	10	7	0	0	8
Peg3 prom inh	12	5	-16	22	0
Shn3 3UTR inh	0	-5	-12	15	4
TWEAK-Fn14 inh	-15	-13	-9	20	42
KKLEB tox	-8	7	-10	10	-20
NR2E3 ag-2	5	-17	-7	-10	-12

(6) Cc1sc2nc3c(SC(C)C(=O)O)cc(C(=O)c4ccccc4O)cn3c(=O)c2c1C (stereo not drawn)
(7) COc1ccc(NS(=O)(=O)c2ccc(OC)c(OC)c2)cc1OC
(8) O=C(CSc1nc(-c2ccco2)cc(C(F)(F)F)n1)Nc1ccc2c(c1)OCO2
(9) COCCNC(=O)CSc1nnc(-c2ccccc2F)n1Cc1ccccc1
(10) COc1cccc(-c2nnc(NC(=O)C3CCCCC3)o2)c1

Assay by compound	6	7	8	9	10
aDG glyco act	-0.2	0.6	0.1	-0.1	0.0
CF NFkB block	-2	11	2	3	10
NR2E3 ag-1	1	-3	0	1	2
HIF-2a block	-10	19	13	9	-50
iPSC survival up	-0.2	1.5	-1.2	2.5	1.3
TRPM1 prom inh	9	5	18	6	-51
Peg3 prom inh	22	7	26	16	-132
Shn3 3UTR inh	-21	33	8	6	-13
TWEAK-Fn14 inh	4	7	13	-8	-11
KKLEB tox	8	-3	-3	9	-4
NR2E3 ag-2	-26	-9	-6	9	-27

(11) Nc1ncnc2c1ncn2C1CCC(CO)C(O)C1 (stereo not drawn)
(12) C[C@@H](c1ccccc1)N1C[C@H](COCc2ccccc2)Oc2cc(N3CCC[C@@H]3CO)ccc2S1(=O)=O
(13) O=c1oc2ccccc2c(O)c1Sc1ccc(Cl)cc1
(14) CSc1ccc(/C=N/N2CCN(C)CC2)cc1
(15) CCCN(CCC)CCCNC(=S)Nc1ccc2nc(N3CCN(C)CC3)cc(C)c2c1

Assay by compound	11	12	13	14	15
aDG glyco act	0.0	-0.2	0.4	-0.1	0.7
CF NFkB block	10	.	7	6	3
NR2E3 ag-1	0	.	6	-5	2
HIF-2a block	-7	8	21	-212	9
iPSC survival up	-2.6	-1.3	-0.8	-0.6	-0.6
TRPM1 prom inh	-2	.	-2	-49	-25
Peg3 prom inh	-9	.	3	-233	7
Shn3 3UTR inh	-6	.	-10	-37	4
TWEAK-Fn14 inh	-12	9	8	23	-17
KKLEB tox	7	.	-18	-19	-7
NR2E3 ag-2	-6	-11	-8	-26	-12

(16) Brc1ccccc1OCCCCn1cnc2ccccc21
(17) O=C(COC(=O)c1nc(Cl)ccc1Cl)Nc1ncc(Cl)cc1Cl
(18) CNC(=O)COC(=O)c1cc(NC(=O)c2ccco2)c(OC)c(OC)c1
(19) O=C(O)CSc1ncnc2nc[nH]c12
(20) COc1cc(OC)c(NC(=O)C2CCCN2C(=O)OCc2ccccc2)cc1Cl (stereo not drawn)

Assay by compound	16	17	18	19	20
aDG glyco act	10*	-0.2	-0.2	0.1	0.0
CF NFkB block	-1	26	-52	-3	-2
NR2E3 ag-1	-3	-1	-1	0	-3
HIF-2a block	-337	4	15	7	-3
iPSC survival up	-0.5	0.7	1.9	-1.6	0.0
TRPM1 prom inh	-34	7	-13	4	-11
Peg3 prom inh	-362	2	-5	4	10
Shn3 3UTR inh	54	-11	0	-12	-30
TWEAK-Fn14 inh	29	-22	-7	-5	2
KKLEB tox	-6	-4	10	11	2
NR2E3 ag-2	29	-9	-12	-16	9

(21) O=C(c1cc(COc2ccc3ncccc3c2)on1)N1CCCC1
(22) COc1ccc(OCCCON2C(=O)c3ccccc3C2=O)cc1
(23) NCc1csc(Nc2nncc3ccccc23)n1
(24) O=C(c1cccc(C(F)(F)F)c1)C1CCCN(C(=O)C2CCOCC2)C1 (stereo not drawn)
(25) COc1ccccc1NS(=O)(=O)c1cc(C(=O)Nc2ccc(S(=O)(=O)Nc3onc(C)c3C)cc2)ccc1C

Assay by compound	21	22	23	24	25
aDG glyco act	1.3	-0.1	1.3	0.4	-0.1
CF NFkB block	13	4	30	-1	7
NR2E3 ag-1	-1	3	.	0	.
HIF-2a block	-160	4	-6	-3	10
iPSC survival up	-0.4	-1.2	-1.5	-0.2	0.7
TRPM1 prom inh	14	-2	.	-3	3
Peg3 prom inh	-99	-3	-85	-8	-14
Shn3 3UTR inh	68	-61	8	9	8
TWEAK-Fn14 inh	13	-4	-23	10	7
KKLEB tox	4	-4	-28	10	-5
NR2E3 ag-2	84*	-1	-22	7	7

Entries of single compounds, looked up by structure.
COc1cccc(-c2nnc(NC(=O)C3CCCCC3)o2)c1 as listed: aDG glyco act: 0.0; CF NFkB block: 10; NR2E3 ag-1: 2; HIF-2a block: -50; iPSC survival up: 1.3; TRPM1 prom inh: -51; Peg3 prom inh: -132; Shn3 3UTR inh: -13; TWEAK-Fn14 inh: -11; KKLEB tox: -4; NR2E3 ag-2: -27
COc1cccc(C2C(C(=O)/C=C/c3ccco3)=C(O)C(=O)N2CCN2CCOCC2)c1 (stereo not drawn) as listed: aDG glyco act: -0.2; CF NFkB block: 0; NR2E3 ag-1: 2; HIF-2a block: 17; iPSC survival up: 0.0; TRPM1 prom inh: 8; Peg3 prom inh: 0; Shn3 3UTR inh: 4; TWEAK-Fn14 inh: 42; KKLEB tox: -20; NR2E3 ag-2: -12

(further entries)
(26) O=C(N/C(=C/c1ccccc1F)C(=O)N1CCCCC1)c1ccccc1
(27) CCCN(N=Nc1cccc([N+](=O)[O-])c1)c1cccc([N+](=O)[O-])c1
(28) CCCOc1ccc(Cc2nc(N)nc(N)n2)cc1
(29) CCn1c(SCC(=O)Nc2ccc(OC)c(OC)c2)nnc1-c1c[nH]c2ccccc12
(30) Cc1cccc(C(=O)NNC(=O)c2c(-c3ccccc3Cl)noc2C)c1O

Assay by compound	26	27	28	29	30
aDG glyco act	0.0	-0.4	-0.1	0.8	0.0
CF NFkB block	-18	2	-14	2	6
NR2E3 ag-1	-1	3	1	-1	5
HIF-2a block	4	-5	25	-12	9
iPSC survival up	-0.3	0.4	-0.9	0.6	-0.6
TRPM1 prom inh	.	3	4	.	-4
Peg3 prom inh	1	2	12	5	7
Shn3 3UTR inh	-8	1	11	15	-1
TWEAK-Fn14 inh	-12	-6	0	12	7
KKLEB tox	4	-8	-16	-14	2
NR2E3 ag-2	1	8	-13	-13	-20

(31) CCn1ccc(C(=O)N2CCN(c3ncccn3)CC2)n1
(32) Nc1ccc(C(=O)Nc2cccc3ncccc23)cc1
(33) O=C(NCC(=O)N(Cc1ccco1)C(C(=O)NC1CCCCC1)c1cccnc1)c1cccs1 (stereo not drawn)
(34) ONC=Nc1cccc2nonc12
(35) Cc1ccc2c(C)c(C(=O)Nc3ccc(S(N)(=O)=O)cc3)oc2c1C

Assay by compound	31	32	33	34	35
aDG glyco act	-0.1	-0.1	0.4	-0.1	-0.2
CF NFkB block	10	18	10	1	-34
NR2E3 ag-1	4	1	2	-7	2
HIF-2a block	8	10	6	2	-10
iPSC survival up	-0.3	2.1	-1.9	7.0	0.0
TRPM1 prom inh	0	3	1	-7	-22
Peg3 prom inh	-3	11	10	0	0
Shn3 3UTR inh	-13	0	1	-2	-14
TWEAK-Fn14 inh	-12	6	-9	14	-20
KKLEB tox	-9	0	0	9	5
NR2E3 ag-2	-32	14	-39	-27	9

(36) N#C/C(=C\c1cccn1S(=O)(=O)c1cccc([N+](=O)[O-])c1)S(=O)(=O)c1ccc(F)cc1
(37) O=C(Nc1ccon1)C(Sc1ccccc1)c1ccccc1 (stereo not drawn)
(38) C#CCOCCOCCOCCNc1nc(N2CCN(C(=O)C(Cc3ccc(O)cc3)n3cc(C(N)CC(C)C)nn3)CC2)nc(N2CCN(C(=O)C(Cc3ccc(O)cc3)n3cc(C(N)C(C)CC)nn3)CC2)n1 (stereo not drawn)
(39) COCCCNC(=S)NNC(=O)Cn1nc(C)c(Br)c1C
(40) CCN(C(=O)COC(=O)c1ccc2[nH]c3c(c2c1)CCCC3)C1CCS(=O)(=O)C1 (stereo not drawn)
(41) Cc1ccc(C(=O)NCCc2nnc3ccc(SCC(=O)Nc4nnc(C)s4)nn23)cc1
(42) O=S(=O)([N-]c1nc2ccccc2nc1-n1cc[n+](Cc2ccccc2)c1)c1ccccc1
(43) CSc1cccc(NC(=O)CCC(=O)O)c1

Assay by compound	36	37	38	39	40	41	42	43
aDG glyco act	-0.2	0.2	-0.1	-0.3	-0.2	0.4	-0.2	0.0
CF NFkB block	-2	-6	-10	-20	16	5	3	4
NR2E3 ag-1	.	2	2	1	4	.	0	-1
HIF-2a block	-19	11	6	18	-9	11	-1	14
iPSC survival up	5.3	1.5	7.0	1.7	-2.4	-1.3	0.6	-0.1
TRPM1 prom inh	.	-3	8	0	-4	.	9	-8
Peg3 prom inh	3	24	-14	19	-16	1	-4	12
Shn3 3UTR inh	-13	-1	-32	-6	-5	-15	16	11
TWEAK-Fn14 inh	-3	17	-25	-2	-16	8	8	-11
KKLEB tox	-16	-3	-2	13	-4	-6	-8	-3
NR2E3 ag-2	-10	1	4	-18	-17	-3	-17	-10

Structures above shown as hits in aDG glyco act:
cpd | structure | aDG glyco act | CF NFkB block | NR2E3 ag-1 | HIF-2a block | TRPM1 prom inh | Peg3 prom inh | Shn3 3UTR inh | TWEAK-Fn14 inh | NR2E3 ag-2
16 | Brc1ccccc1OCCCCn1cnc2ccccc21 | 10* | -1 | -3 | -337 | -34 | -362 | 54 | 29 | 29

Source: PubChem
